IMP-1 inh – inhibitors of Pseudomonas aeruginosa IMP-1 metallo-beta-lactamase | purified IMP-1, nitrocefin hydrolysis, epi-absorbance fluorescence | inhibition, % at 5.6 µM | 0.45% of 290,000 active | AID 1556;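 active = inhibition above the mean plus 3 SD of all compounds in the same screening run, cut at about 4.5% in these data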;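 also: 0% = IMP-1 with DMSO and 100% = DMSO wells lacking enzyme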
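Assay system: purified recombinant IMP-1 beta-lactamase. Input: IMP-1 0.2 nM before substrate addition. Buffer or medium: Zinc- and detergent-supplemented HEPES buffer, pH 7.1. Schedule: 25 °C, 15 min preincubation, 25 min reaction. Signal: Epi-absorbance fluorescence, 480 nm excitation, 530 nm emission. Evaluation: percent inhibition from optical density relative to buffer-blank wells.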
HCV NS3 hel inh – inhibitors of Hepatitis C virus NS3 helicase. NS3 helicase DNA unwinding, Cy5 molecular beacon fluorescence. inhibition, % at 10.9 µM. 0.56% of 290,000 active. AID 1800;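 active = inhibition above the mean of all tested compounds plus 3 SD, set per campaign, cut at about 35% in these data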;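 also: 0% = DMSO wells and 100% = thioflavine S control wells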
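Assay system: hepatitis C virus NS3 helicase domain fragment enzyme. Also added: annealed dual-labelled DNA beacon duplex, ATP-started. Timing: 1 h reaction at 25 °C, ATP-initiated. Technique: Cy5 fluorescence at 0 and 60 min, beacon hairpin quenching. Evaluation: % inhibition of unwinding. Replication: one well per compound.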
p-CIP stab down – lowers stability of the mouse p/CIP coactivator protein. decrease of EGFP signal, % at 10 µM. AID 1984. Q05BA5. F442A p/CIP-EGFP cells, EGFP fluorescence, 16 h. 0.01% of 290,000 active;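 active = EGFP signal decrease of at least 30% at 10 µM or well 3 SD below plate mean, unless failing retest; inactive = the rest, including hits failing retest or dose response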; also: some compounds called inactive have numbers as strong as hits; many of its hits are not listed in these tables
IDE cell activ – boosts human insulin-degrading enzyme activity in HEK cells. FAbeta-B cleavage, fluorescence polarization; 0% vehicle, 100% cell-free pure enzyme wells. activation, % at 5.96 µM. 0.073% of 340,000 active. AID 493087;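 active = activation above the mean of all tested compounds plus 3 SD, set per screening campaign, cut at about 17% in these data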
PHOSPHO1 block – blocks human PHOSPHO1 phosphatase activity; Q8TCT1; recombinant PHOSPHO1, absorbance phosphatase assay; inhibition, % at 13.3 µM; 1.1% of 290,000 active; AID 1565; in the data active = inhibition above about 60%
Target sequence (Q8TCT1 whole entry, looked up): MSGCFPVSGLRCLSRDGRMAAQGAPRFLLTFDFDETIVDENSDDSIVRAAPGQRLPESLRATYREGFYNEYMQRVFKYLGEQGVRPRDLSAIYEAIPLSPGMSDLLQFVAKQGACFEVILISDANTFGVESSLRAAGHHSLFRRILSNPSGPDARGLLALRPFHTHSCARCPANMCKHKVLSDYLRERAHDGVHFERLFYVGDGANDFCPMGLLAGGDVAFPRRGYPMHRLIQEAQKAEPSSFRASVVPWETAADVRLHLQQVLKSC
MEKK3 PB1 HTS – raises or lowers MEK5 binding to the human MEKK3 PB1 domain; Q99759; bead-based flow cytometry, Alexa488-MEK5 binding to MEKK3; actives lie on both sides; 0 = blocked by unlabeled MEK5, 100 = vehicle; binding response (% of control), % at 10 µM; 1.4% of 290,000 active; AID 1529;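 active = binding response more than 3 SD above or below the average of its plate-row segment, actives on both sides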;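 also: Alexa488 bead fluorescence after subtracting the streptavidin-only scavenger bead signal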
Target sequence (Q99759 whole entry, looked up, the tested form may be a part): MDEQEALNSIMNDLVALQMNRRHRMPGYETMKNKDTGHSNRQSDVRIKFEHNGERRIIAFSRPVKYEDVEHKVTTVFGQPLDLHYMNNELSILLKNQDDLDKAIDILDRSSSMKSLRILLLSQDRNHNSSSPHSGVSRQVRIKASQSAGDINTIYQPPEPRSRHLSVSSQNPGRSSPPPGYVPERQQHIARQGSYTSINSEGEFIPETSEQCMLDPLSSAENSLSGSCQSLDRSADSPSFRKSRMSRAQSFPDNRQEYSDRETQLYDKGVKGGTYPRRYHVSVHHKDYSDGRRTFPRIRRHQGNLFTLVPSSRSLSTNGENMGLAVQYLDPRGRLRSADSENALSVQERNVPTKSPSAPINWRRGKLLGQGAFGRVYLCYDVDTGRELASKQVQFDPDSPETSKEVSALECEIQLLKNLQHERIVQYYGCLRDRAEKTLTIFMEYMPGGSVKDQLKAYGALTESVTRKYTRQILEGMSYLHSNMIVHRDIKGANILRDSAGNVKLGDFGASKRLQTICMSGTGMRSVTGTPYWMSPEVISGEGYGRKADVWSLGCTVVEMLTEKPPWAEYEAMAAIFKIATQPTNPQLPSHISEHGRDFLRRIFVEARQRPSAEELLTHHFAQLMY
UBC9 SUMO inh – SUMOylation inhibition | P63279 | HTRF SUMOylation assay, SAE1/SAE2 + UBC9, in vitro | inhibition, % at 35 µM | 0.36% of 290,000 active; in the data active = inhibition above about 50%, passing the limit was not always enough; also: strong numbers were not always called active
Target sequence (P63279 whole entry, looked up): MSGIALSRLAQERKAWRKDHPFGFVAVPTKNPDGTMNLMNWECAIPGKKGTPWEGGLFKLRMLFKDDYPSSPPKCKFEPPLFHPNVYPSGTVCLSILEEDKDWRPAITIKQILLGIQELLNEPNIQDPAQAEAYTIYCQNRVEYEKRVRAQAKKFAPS
VIM-2 inhibitor – blocks Pseudomonas aeruginosa VIM-2 metallo-beta-lactamase. inhibition, % at 5.6 µM. purified VIM-2, nitrocefin hydrolysis, epi-absorbance fluorescence. AID 1527. 0.89% of 290,000 active;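 active = inhibition above the mean of all tested compounds plus 3 SD, cutoff set per screening run, cut at about 7.5% in these data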;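 also: red hydrolysis product quenches plate fluorescence so inhibitors raise well fluorescence; 0% = enzyme with DMSO and 100% = DMSO without enzyme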
DNA FID counter – fluorescent intercalator displacement, NS3 helicase counter-screen. DNA fluorescent intercalator displacement, fluorescence. inhibition, % at 7.9 µM. 0.17% of 290,000 active. AID 1845; in the data active = inhibition above about 37%;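 also: 0% = vehicle and 100% = reference compound; higher means more ethidium bromide displaced from hairpin DNA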
Active calls of the source: *; nt = no result given; [ ] = another dose, or the depositor's remark. These rows are one share of the data. The share of hits here may be higher or lower than overall.

SMILES	IMP-1 inh	HCV NS3 hel inh	p-CIP stab down	IDE cell activ	PHOSPHO1 block	MEKK3 PB1 HTS	UBC9 SUMO inh	VIM-2 inhibitor	DNA FID counter
CCCc1ccc(C(=O)N2CCN(c3ccccc3OCC)CC2)cc1	-1.3	2	-8	2	4	102	-7	-0.1	-31
CCOC(=O)C(=NCCCN(C)C)NNc1cc(C(F)(F)F)ccc1Cl	-2.6	6	-10	1	2	99	-9	-4.3	-14
COc1ccc(NC(=O)c2c(C)nn(Cc3ccccc3)c2C)cc1S(=O)(=O)N(C)C	0.2	-6	-4	5	8	101	-3	-1.2	-39
CC(C)N(CCO)Cc1nc(C(c2ccccc2)c2ccccc2)no1	-4.9	6	-6	1	8	97	-13	-2.6	-34
CCOC(=O)c1nc(C)sc1-c1ccnn1S(=O)(=O)c1ccc(Cl)cc1Cl	-1.3	-2	-6	1	8	86	-15	0.7	-34
O=C(Nc1cccc2[nH]ncc12)NS(=O)(=O)c1ccccc1	0.2	-8	2	4	33	104	20	0.1	-14
O=C(/C=C/c1ccccc1)NC(=S)NNC(=O)Cc1cccs1	-2.4	10	0	3	1	100	-4	-2.4	-7
Cc1noc(C)c1C(=O)OCC(=O)NC(c1ccccc1)c1ccccc1	-1.5	-7	-1	3	30	99	26	1.0	-16
Cc1ccc(CNC(=O)CCC(=O)c2cccs2)cc1	-8.2	2	-4	0	5	99	15	-2.4	-2
CCc1ccc(S(=O)(=O)Nc2ccc(O)c3ccccc23)cc1	-1.1	3	-15	-5	11	108	58	-1.1	-6
CN(NS(=O)(=O)c1ccc(Cl)cc1)c1ncc(C(F)(F)F)cc1Cl	-2.5	-3	-12	1	4	95	-7	-1.5	-17
CCOc1cccc(CN(CC)CC2CCCN(CCc3cccc(OC)c3)C2)c1O (configuration not stated)	-1.0	-20	0	4	-2	103	13	-0.6	12
Cc1ccc(NC(=O)Cn2sc3nc(C)cc(C)c3c2=O)c(Cl)c1	-6.0	7	-13	-63	-130	102	16	-3.4	-16
CCOC(=O)c1ccc(S(=O)(=O)Nc2nc3cc(S(=O)(=O)NC4=NCCCCC4)ccc3s2)cc1	-2.4	10	3	-1	-8	106	-14	-2.2	-38
O=C(NCCc1ccc(Cl)cc1)C1CCC(CNc2c(N3CCCCC3)c(=O)c2=O)CC1 (configuration not stated)	-1.9	17	-12	4	-26	116	8	-0.4	-29
CCc1ccc2[nH]c3nc(SCc4nnc(-c5ccc(C)cc5)o4)nnc3c2c1	-3.0	12	2	0	-38	115	8	-3.7	-4
N#CC1=C(N)Oc2cc(N)ccc2C1c1cccc(Br)c1 (configuration not stated)	-4.0	3	-5	4	44	104	14	-1.5	-2
Cc1cc(C(=O)N2CCN(C/C=C/c3ccccc3)CC2)cs1	-1.4	-11	-6	6	0	96	12	-1.2	-24
Cc1ccc(-c2nn3c(C)nnc3s2)cc1NC(=O)c1ccc(-c2cccc(Cl)c2)o1	0.6	60*	-16	3	13	94	31	2.7	-34
Cc1cc(OC(C)C(=O)NCc2ccncc2)c2c(C)c(C)c(=O)oc2c1 (configuration not stated)	-1.0	5	-1	-2	34	98	15	9.3*	-36
Cc1csc(NC(=O)C2CCCN(S(=O)(=O)c3ccc4c(c3)oc(=O)n4C)C2)n1 (configuration not stated)	-2.8	7	-13	0	3	102	16	-1.6	-1
CC(C)OC(=O)c1sc2nc(-c3ccccc3)ccc2c1N	-1.1	3	-7	1	9	105	18	-1.0	0
CC(CCc1ccccc1)NCc1cccc2ccccc12 (configuration not stated)	-3.3	-44	-19	8	19	113	9	-0.4	19
O=C(Nc1ccc(F)cc1F)c1cccc(C(=O)Nc2ccc(F)cc2F)n1	-1.4	11	-6	0	21	106	10	-2.5	-5
COC(=O)C(C)(C(=O)OC)c1ccc(C(F)(F)F)cc1[N+](=O)[O-]	-2.6	0	-2	6	47	105	2	-2.8	1
Remaining list, next part.
SMILES	IMP-1 inh	HCV NS3 hel inh	p-CIP stab down	IDE cell activ	PHOSPHO1 block	MEKK3 PB1 HTS	UBC9 SUMO inh	VIM-2 inhibitor	DNA FID counter
COc1cccc(NC(=O)CC(=O)c2ccccc2)c1	-5.0	3	-15	-2	nt	100	17	-3.7	-4
CC(=O)c1c(C)[nH]c(C(=O)OCc2c(F)cccc2Cl)c1C	-1.9	5	-7	9	24	93	11	-3.5	-1
Cn1cc(S(=O)(=O)N2CCN(C(=O)c3ccco3)CC2)c(=O)n(C)c1=O	-3.0	-7	-8	-2	-15	106	-3	-1.5	1
CCN(CC)S(=O)(=O)c1ccc(NC(=O)c2cccs2)cc1	-4.1	1	-6	3	3	100	18	0.0	-4
Cc1ccc(S(=O)(=O)NC(CC(C)C)C(=O)N2CCOCCOCCOCC2)cc1 (configuration not stated)	-0.7	4	-1	7	22	102	-8	-1.0	-22
COc1ccccc1N1CCN(C(=O)c2ccccc2Oc2ccccc2)CC1	-4.0	1	-19	-7	-4	99	8	-5.4	-53
Cc1occc1-c1nnc(SCC(=O)N2CCCc3ccccc32)n1Cc1ccco1	-0.2	45*	-8	5	-80	100	22	0.2	-47
COc1ccc(OC)c(-n2c(-c3ccc(O)cc3O)n[nH]c2=S)c1	0.2	23	-3	-6	51	71	8	-1.9	-7
O=C(Nc1ccc(F)cc1)N1CCOCC1	-2.4	-4	-1	2	-38	99	28	-0.4	5
Cc1cc(C)n(-c2nc(C)nc3sc4c(c23)CCC(C)C4)n1 (configuration not stated)	-2.2	-5	14	5	-14	nt	9	-1.4	-17
O=C(O)c1cccc(N2C(=O)CCC2=O)c1	-1.4	-1	13	nt	24	86	-13	-0.2	0
COC(=O)c1ccc(CNC(=O)CSc2nc3ccccc3[nH]2)cc1	-3.5	1	-7	0	36	102	-5	-5.1	-17
Cc1cccc(C(=O)Nc2nnc(S(=O)(=O)N3CCCCCC3)s2)c1	-3.9	-12	-6	3	20	99	9	-1.2	-27
O=C(COC(=O)c1cc(NS(=O)(=O)c2cccs2)ccc1O)Nc1cc(Cl)ccc1Cl	0.5	9	-13	2	34	99	69*	-2.1	-4
CCC(=O)Oc1ccc(C(=O)Nc2c[nH]c(=O)[nH]c2=O)cc1	-1.9	-7	-4	6	6	69*[inhibitor]	-3	-1.7	0
C#CCSc1nc2ccccc2n1C(=O)c1ccc(S(=O)(=O)N2CCCCC2)cc1	-1.6	-8	-1	1	-17	104	-22	1.8	-3
Cc1cc(C)nc(CC(N)=O)n1	-0.7	-13	3	4	21	107	-3	-1.3	1
Cc1ccc(O)c(C(CC(=O)NCc2cccnc2)c2ccccc2)c1 (configuration not stated)	-3.6	-8	13	5	8	99	4	-1.8	-9
COCc1cc(C)nc(OCC(=O)N/N=C/c2ccc(C)cc2)c1C#N	-1.5	-13	2	0	20	91	16	-2.5	-30
Cc1ccc(C)c(N2CCN(C(=O)Cn3ncc4c([nH]c5ccc(C)cc54)c3=O)CC2)c1	-2.2	3	-5	-2	36	95	nt	-1.6	-7
COc1cc2c(C#N)c(N3CCCCC3)nc(N)c2c(N)n1	0.4	12	-7	-3	8	102	91	-0.2	-2
COc1cc(C(=O)Nc2nc(-c3cc(C)ccc3C)c(C)s2)ccc1OCC(=O)Nc1ccc(F)cc1	-5.1	10	2	0	-11	102	-2	-3.7	-2
CSc1nsc(SC)c1C(=O)O	-2.3	-24	8	3	-111	114	2	-3.3	9
COc1ccccc1NC(=O)CN(Cc1ccco1)C(=O)c1ccc(Cl)nc1	-2.1	9	-1	10	24	117	13	-2.0	-18
COC(=O)c1[nH]nc(C(=O)OC(C)(C)C)c1-c1ccccc1	-2.7	1	1	1	0	93	13	-3.9	-27

The closing four entries of the section above are carried over, then new ones follow.
SMILES	IMP-1 inh	HCV NS3 hel inh	p-CIP stab down	IDE cell activ	PHOSPHO1 block	MEKK3 PB1 HTS	UBC9 SUMO inh	VIM-2 inhibitor	DNA FID counter
COc1cc(C(=O)Nc2nc(-c3cc(C)ccc3C)c(C)s2)ccc1OCC(=O)Nc1ccc(F)cc1	-5.1	10	2	0	-11	102	-2	-3.7	-2
CSc1nsc(SC)c1C(=O)O	-2.3	-24	8	3	-111	114	2	-3.3	9
COc1ccccc1NC(=O)CN(Cc1ccco1)C(=O)c1ccc(Cl)nc1	-2.1	9	-1	10	24	117	13	-2.0	-18
COC(=O)c1[nH]nc(C(=O)OC(C)(C)C)c1-c1ccccc1	-2.7	1	1	1	0	93	13	-3.9	-27
CC1CN(C(=O)C(Sc2ccccc2)c2ccccc2)CC(C)O1 (configuration not stated)	-2.7	3	-10	4	-21	101	-6	-4.0	-19
CC(C)C[C@H](NC(=O)N1CCn2c1nc1ccccc12)C(=O)NCC1CCCO1 (some centres not stated)	-0.9	-2	-9	6	13	101	nt	-3.4	-33
c1ccc(N2CCN(c3ncccn3)CC2)cc1	-0.6	-7	-4	4	-16	103	13	-1.9	-1
COc1cc(/C=N/Nc2ccc(F)cc2F)cc(OC)c1OC	-2.8	6	-7	7	-7	100	-12	-1.1	-2
Cc1cc(C)c(C#N)c(SCc2ccccc2C)n1	-3.4	3	-7	5	-8	101	-8	-0.8	-2
CCNc1c(N)c(=O)oc2ccccc12	-1.9	-6	-7	3	-16	111	9	-0.4	3
Clc1nc(NC2CCCC2)nc(N2CCOCC2)n1	-3.1	2	-5	-1	30	108	3	-2.3	-7
COc1cccc(-n2c(SCC(=O)Nc3sc4c(c3C(N)=O)CCC4)nc3ccccc3c2=O)c1	-3.3	4	-2	7	28	98	-8	-3.5	-3
COC(=O)c1ccc(C(=O)OC)c(NC(=O)CS(=O)(=O)Cc2ccccc2)c1	-1.1	5	-1	0	-4	101	-2	0.1	-18
COc1ccccc1-c1noc(CCC(=O)NC2CCCCC2)n1	-1.8	8	-16	4	23	103	7	-3.1	-23
O=C1c2ccccc2C(=O)N1Cc1ccc2c(c1)OCO2	-2.5	3	1	5	-10	91	2	-1.7	-4
CC1(C)Cc2c(c(-c3ccccc3)[nH]c(=O)c2C#N)CO1	0.6	1	-32	0	18	107	5	0.8	-1
FC(F)(F)c1cccc(OCc2noc(-c3ccsc3)n2)c1	-2.3	3	-11	5	-3	101	-6	-2.6	-5
CC(=O)c1cccc(NC(=O)c2ccc(C(=O)Nc3cccc(C(C)=O)c3)nc2)c1	1.8	-1	-3	5	-16	97	-2	-0.3	2
O=C(NCCN1CCOCC1)C(=O)NCC1OCCN1S(=O)(=O)c1cc(F)ccc1F (configuration not stated)	-1.7	-12	2	5	38	106	15	-2.1	-2
CS(=O)(=O)Nc1ccc(Br)cc1C(=O)c1ccccc1	0.9	6	10	1	24	100	-7	-1.8	-11
CNS(=O)(=O)c1cnccc1N1CCN(c2cccc(C(F)(F)F)c2)CC1	-0.3	-6	-4	4	27	101	11	1.1	-10
COCCNCC(=O)N1CCCCCC1	-1.9	6	0	1	-4	109	0	-1.4	8
CC(=O)Nc1ccc(S(=O)(=O)NCc2ccc(C)cc2)cc1	-4.6	-3	2	-2	8	126*	-9	0.1	-2
CCOC(=O)N1CCC(N(CCN(C)C)C(=S)Nc2ccccc2C)CC1	-0.3	1	-8	7	2	130*	4	-1.4	2
CC(=O)c1ccc(NC(=S)Nc2cccc3ccccc23)cc1	1.1	0	8	-4	31	89	88	3.4	14

Screening data from PubChem BioAssay.
